# Compound activity: PubChem BioAssay, National Center for Advancing Translational Sciences (NCATS)
# AmpC det inh: Promiscuous and Specific Inhibitors of AmpC Beta-Lactamase (assay with detergent); purified AmpC, nitrocefin hydrolysis with detergent; Potency, µM (titrated, usually from 28.7 µM), inactives show at the highest dose activity change, negative = inhibition; 71,000 compounds, 0.09% hits; active = well fitted curve in the direction sought with a large enough effect
# Target sequence (P00811 whole entry, looked up): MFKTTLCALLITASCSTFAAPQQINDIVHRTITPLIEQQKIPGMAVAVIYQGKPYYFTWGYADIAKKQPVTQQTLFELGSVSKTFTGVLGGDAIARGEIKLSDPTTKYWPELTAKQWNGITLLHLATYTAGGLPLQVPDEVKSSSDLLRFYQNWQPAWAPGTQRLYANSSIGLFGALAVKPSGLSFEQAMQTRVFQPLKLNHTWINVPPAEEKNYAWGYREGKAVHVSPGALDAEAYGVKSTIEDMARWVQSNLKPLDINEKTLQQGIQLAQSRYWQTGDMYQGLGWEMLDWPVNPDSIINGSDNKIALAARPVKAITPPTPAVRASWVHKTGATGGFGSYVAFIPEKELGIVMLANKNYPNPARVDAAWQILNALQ
#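 E. coli AmpC (5.3 nM) in 20 mM phosphate pH 7.0 with 0.01% Triton X-100, preincubated 15 min RT with compound; nitrocefin (2 uL of 800 uM stock) hydrolysis followed by 480 nm absorbance every 20 s over 4 min.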
# * marks the source's active call; other numbers are inactive results; & = joins results of further samples; [ ] = another dose, or the depositor's remark. % is scaled to controls: 0 for no effect and ±100 for the full control effect; potency is read from the fitted curve at half-maximal effect. These rows are one share of the data; count on the stated rates, not on these rows.
cpd	structure	AmpC det inh
1	CCc1ccc(NC(=O)Cn2c(=O)n(CCCC(=O)NCc3ccco3)c(=O)c3ccccc32)cc1	6.4%
2	COc1ccc(C2C(C(=O)c3ccco3)=C(O)C(=O)N2CCc2ccccc2)cc1OC (stereo not drawn)	-2.0%
3	CCOc1cc2[nH]c(=O)n(CCCCCC(=O)NCc3ccc4c(c3)OCO4)c(=O)c2cc1OCC	-0.1%
4	COCc1ccccc1Cn1cnc2c1c(=O)n(C)c(=O)n2C	14.4%
5	Cc1cc(C)nc(SCc2nnc(SCC(=O)Nc3ncc(C)s3)n2Cc2ccco2)n1	-5.6%
6	COc1ccc(C(=O)OC(C)CN2CCOCC2)cc1OC (stereo not drawn)	0.0%
7	Cc1occc1-c1nnc(SCCCC(=O)c2ccc(F)cc2)n1C	-2.5%
8	COC(=O)c1nn(-c2ccc(-c3ccccc3)cc2)cc1O	-0.4%
9	O=C(Nc1ccc2c(c1)OCO2)C1CCCCN1S(=O)(=O)c1ccc(F)cc1 (stereo not drawn)	-0.9%
10	Cc1cc(C)nc(N(C#N)CC(=O)c2ccccc2)n1	-2.7%
11	COC(=O)[C@@H]1c2cc3c(c(O)c2[C@@H](O)C[C@]1(C)O)C(=O)c1c(O)cc2c(c1C3=O)O[C@H]1O[C@@]2(C)[C@@H](O)[C@H](N(C)C)[C@H]1O	-6.0%[5.75 µM]
12	CC(C)c1ccccc1NC(=O)CCCC(=O)O	-0.2%
13	COc1ccc(-n2nc(C(=O)N3CCN(Cc4ccc5c(c4)OCO5)CC3)c3ccccc3c2=O)cc1	-3.9%
14	CCOC(=O)C(CC)Sc1nc(-c2ccc(OC)cc2)nc2c1c(=O)n(C)c(=O)n2C (stereo not drawn)	-3.7%
15	Cc1ccc(C)c(N(CC(=O)NC2CCCC2)C(=O)CCCC(=O)Nc2ccccn2)c1	-3.5%
16	CC(=O)c1ccccn1	6.6%
17	Cc1occc1-c1nnc(SCC(=O)Nc2ccc(F)cc2)n1Cc1ccccc1	-1.7%
18	Cc1nn(Cc2ccccc2)c(N)c1-c1ccccc1	-2.7%
19	COc1ccc(CSc2nnc(N)s2)cc1F	-1.2%
20	O=C(c1csc2ccccc12)N1CCN(c2ccccn2)CC1	1.6%
21	O=C(NCN1C(=O)C2C3C=CC(C3)C2C1=O)Nc1nccs1 (stereo not drawn)	-0.3%
22	O=C(O)CC(C(=O)O)C(CC(=O)O)C(=O)O (stereo not drawn)	10.1%
23	Cn1nnc(NC(=O)C(c2ccccc2)c2ccccc2)n1	-2.1%
24	O=C(c1cc(C(F)(F)F)cc(C(F)(F)F)c1)N1CCC[C@@]2(CCN(c3ncccn3)C2)C1	-0.7%
25	CCCCCn1c(=O)c(C(=O)NCc2ccccn2)c(O)c2ccccc21	0.5%

# Some of these compounds in order of length of the SMILES, ascending:
cpd	structure	AmpC det inh
19	COc1ccc(CSc2nnc(N)s2)cc1F	-1.2%
18	Cc1nn(Cc2ccccc2)c(N)c1-c1ccccc1	-2.7%
25	CCCCCn1c(=O)c(C(=O)NCc2ccccn2)c(O)c2ccccc21	0.5%

# Following part:
cpd	structure	AmpC det inh
26	CCOc1ccc2[nH]c(=O)c(CN(Cc3ccco3)C(CC)c3nnnn3Cc3ccccc3)cc2c1 (stereo not drawn)	-1.3%
27	Cc1cccc(-c2nsc(SCC(=O)NCc3ccco3)n2)c1	0.2%
28	CCC(=O)N(Cc1ccc(S(N)(=O)=O)cc1)C1CC(=O)N(c2ccc(OC)cc2)C1=O (stereo not drawn)	-5.9%
29	O=C(Nc1ccccc1N1CCN(C(=O)c2ccc(Cl)cc2)CC1)c1cc2ccccc2o1	-0.5%
30	O=C(c1ccc(Br)cc1)N1CCN(S(=O)(=O)c2ccccc2)CC1	15.4%
31	N#Cc1nc(-c2ccc(OCc3ccccc3)cc2)oc1N1CCC(C(N)=O)CC1	-1.5%
32	COc1cc(OC)cc(-n2nc(C(=O)NCCCN3CCOCC3)c3ccccc3c2=O)c1	-3.0%
33	O=P(c1ccccc1)(c1ccccc1)C(O)c1ccco1 (stereo not drawn)	0.8%
34	CCOc1ccccc1OCC(=O)Nc1ccc(S(=O)(=O)Nc2nc(C)cc(C)n2)cc1	-3.4%
35	CCOC(=O)N1CCN(CC(=O)n2c(C)c(C)c3ccccc32)CC1	18.3%
36	Cc1[nH]nc2c1C(c1cn[nH]c1-c1ccc(F)cc1)C(C#N)=C(N)O2 (stereo not drawn)	8.3%
37	COc1ccc(OC)c(-c2cc(C(=O)N3CCc4ccccc4C3)no2)c1	-3.3%
38	CN(C)CCNc1oc(COc2ccc(Cl)cc2)nc1C#N	-3.5%
39	O=C1CC(c2cccc(Br)c2)C2=C(CCCC2=O)N1 (stereo not drawn)	-3.1%
40	O=C(Nc1nccs1)c1c(O)c2cccc3c2n(c1=O)CCC3	-4.2%
41	COc1cccc(Cn2c(C3CC3)nc3ccc(NC(=O)c4ccco4)cc3c2=O)c1	-5.3%
42	O=C(c1ccncc1)N1CCC2(CCCN(Cc3ccncc3)C2)CC1	0.5%
43	Cn1c(=O)oc2cc(S(=O)(=O)NC(Cc3ccccc3)C(=O)N3CCCCC3)ccc21 (stereo not drawn)	11.0%
44	CCOC(=O)c1cc2cc(F)ccc2nc1C	-3.0%
45	COc1ccc(-c2c3c(=O)n(C)c(=O)n(C)c3cn2-c2ccccc2)cc1	-1.3%
46	Cc1ccccc1C(=O)N1CCC(C(=O)Nc2cccc(F)c2)CC1	7.1%
47	CCCCc1cc(=O)oc2cc(C)cc(OC(C)C(=O)O)c12 (stereo not drawn)	-3.4%
48	O=S(=O)(CCSc1nc2ccccc2o1)Cc1ccccc1	-1.1%
49	CCOCCCNC(=O)c1ccc(CS(=O)(=O)Cc2cccc(C)c2)o1	0.5%
50	CCOC(=O)c1sc(NC(=O)c2ccc(Cl)s2)cc1C	10.0%
51	CCCCn1c(=O)cc(N2CCOCC2)[nH]c1=O	11.0%
52	O=c1[nH]c(=O)n(Cc2ccc(F)cc2)c(O)c1C=NCC1CCCO1 (stereo not drawn)	-3.6%
53	CCOC(=O)C1CCCN(C(=O)CCCOc2cc(=O)n(C)c3ccccc23)C1 (stereo not drawn)	-3.7%
54	CCOc1ccc(N2CC(=O)SC2=S)cc1	9.3%
55	CCOC(=O)N1CCN(c2ccc(S(=O)(=O)N(Cc3ccccc3)Cc3ccccc3)cn2)CC1	-5.0%
56	Cc1cc(N2CCCCC2)nc2ccc(Cc3ccc4nc(N5CCCCC5)cc(C)c4c3)cc12	-2.1%[5.75 µM]
57	COc1ccc(-c2cn3cc(C)ccc3n2)cc1OC	1.9%
58	CC(C)CN(C#N)c1nc(N2CCOCC2)nc(N2CCOCC2)n1	-4.4%
59	Cc1ccc(-c2cc(C(=O)Nc3cc(C)on3)c3ccccc3n2)c(C)c1	11.3%
60	Cc1nc(NC2=NCN(Cc3ccco3)CN2)nc2ccccc12	0.7%
61	CCn1c(Cc2ccc(OC)cc2)nnc1SCC(=O)Nc1cccc(C(=O)OC)c1	-6.5%
62	O=C(CSc1nc(Nc2ccccc2)nc(N2CCOCC2)n1)Nc1ccccc1Cl	-8.4%
63	Cc1cc(=O)oc2ccc(OCC(=O)N(Cc3ccc(F)cc3)Cc3ccco3)cc12	-5.2%
64	CCOC(=O)C1C2C=CC3(CN(c4cccc(Cl)c4)C(=O)C13)O2 (stereo not drawn)	10.9%
65	O=C(CCSCCC(=O)NCC1CCCO1)NCC1CCCO1 (stereo not drawn)	-3.2%
66	O=C(NS(=O)(=O)c1ccc2c(c1)OCCO2)c1ccccc1	-4.4%
67	CCOC(=O)C1CCN(c2c(Nc3ccc4c(c3)OCCO4)c(=O)c2=O)CC1	3.4%
68	COc1ccc(NC(=O)N2CC[C@@]3(CCCN(C(=O)c4cccc(F)c4)C3)C2)cc1	1.5%
69	CCOC(=O)CCc1c(C)n(CC)c2ncnn2c1=O	12.4%
70	CC(NC(=O)NC1CCCCC1)C(c1cccs1)N1CCOCC1 (stereo not drawn)	12.7%
71	COc1ccc(S(=O)(=O)N2CCN(Cc3ccc(Cl)cc3)CC2)cc1	-5.3%
72	CC1CCc2sc3c(c2C1)c1ncnn1c(=O)n3CC(=O)c1ccc(Br)cc1 (stereo not drawn)	-12.3%
73	COc1cc(-c2csc(N3CCOCC3)n2)cc(OC)c1OC	-5.8%
74	C[C@]12N[C@H](Cc3ccccc31)c1ccccc12	-1.2%&14.4%
75	Cn1c(=O)c(=O)n(C)c2cc(S(=O)(=O)N3CCCCC3)ccc21	-1.2%

# The list continues.
cpd	structure	AmpC det inh
76	Cc1ccc(SCC(=O)N(Cc2nc(-c3ccccc3)no2)C(C)C)cc1	-0.4%
77	c1ccc(CN2CCC(N3CCN(Cc4ccc5c(c4)OCO5)CC3)CC2)cc1	5.9%
78	CCC(=O)Nc1cc(NC(=O)CSc2nnc(C(C)C)n2CC)ccc1C	0.4%
79	C/C(O)=C(/C#N)C(=O)Nc1cc(Br)ccc1Br	-3.9%&-3.9%
80	COC(=O)c1cccc(C(=O)Nc2cnc3ccccc3c2)n1	-0.4%
81	CC1(C)CN=C(NC2CCCCC2)S1	10.9%
82	COc1cccc(-c2cc(C(=O)Nc3ccc(OC)c(OC)c3)no2)c1	-5.2%
83	Nc1cccc(S(=O)(=O)O)c1	4.7%
84	O=C1CC(c2cccnc2)c2cc3c(cc2N1)OCCO3 (stereo not drawn)	3.0%
85	CCn1c(=O)c(C(=O)Nc2cnccn2)c(O)c2ccccc21	-0.5%
86	Cc1cccc(C)c1NC(=O)C1CCCNC1 (stereo not drawn)	-3.0%
87	CN(C(=O)c1ccncc1)c1nnc(-c2cnccn2)s1	10.6%
88	O=C(Cc1cn2ccsc2n1)NCc1ccccc1	-3.0%
89	CN1CCN(C(CNS(=O)(=O)c2ccc(F)cc2)c2cccnc2)CC1 (stereo not drawn)	-3.4%
90	O=C(CSc1nnc(-c2cnccn2)n1Cc1ccco1)c1ccc(Cl)c(Cl)c1	-1.6%
91	Cc1cccc2cc(COC(=O)c3ccccn3)c(=O)[nH]c12	16.6%
92	O=C(NCCSCc1c(F)cccc1Cl)c1ccco1	1.2%
93	O=C(c1cnccn1)N1CCc2ccccc21	-1.2%
94	O=C(Nc1ccc(Cl)cc1C(=O)NCc1cccnc1)c1ccco1	-1.8%
95	Cc1noc(C)c1CSc1ccccc1C(=O)Nc1nccs1	-4.5%
96	Cc1ccc(-c2nc(CS(=O)CC(=O)N3CCC4(CC3)OCCO4)c(C)o2)cc1 (stereo not drawn)	-1.7%
97	N[C@H](CCCP(=O)(O)O)C(=O)O	-2.7%&-0.4%&-1.8%
98	O=C(c1cc(-c2ccc(F)cc2)on1)N1CCCC1	13.9%
99	CCCCc1nc2n[nH]c(N)c2c2c1CCC2	-0.3%
100	CCCC(=O)NC(c1ccco1)c1cc(Cl)c2cccnc2c1O (stereo not drawn)	3.9%
101	COc1cc(OC)cc(C(=O)N2CCN(c3ncccn3)CC2)c1	-2.8%
102	CCN1C(=O)C2(C(C(=O)c3ccc(C)o3)=C(O)C(=O)N2CCCN2CCOCC2)c2ccccc21 (stereo not drawn)	-2.8%
103	Cc1ccc(-c2noc(CN(C(=O)CCCN3C(=O)c4ccccc4C3=O)C(C)C)n2)cc1	-3.6%
104	CCNc1ncc2nc(-c3ccc(OC)cc3)c(=O)n(CCC#N)c2n1	-0.5%
105	Cn1c(C(=O)NC2CCCCCC2)cc2c(=O)n(C)c3ccccc3c21	11.4%
106	CCCCC(=O)Cl	6.5%
107	Cc1ccccc1Cn1nnc(-c2cccc(C(=O)O)c2)n1	9.0%
108	Cc1ccc(CNC(=O)CN2CCN(Cc3ccc(Cl)cc3)C2=O)cc1	-1.2%
109	CC(=O)n1cc(C2C(=O)CCCC2=O)c2ccccc21	13.3%
110	Nc1nc(N)c2nc(CNc3ccc(C(=O)N[C@H](CCC(=O)O)C(=O)O)cc3)cnc2n1	-1.5%
111	Cc1ccc(-c2nc3cccnc3o2)cc1NC(=O)COc1ccc(Cl)cc1C	12.8%
112	COc1ccc(CCNC(=O)CN(C)S(=O)(=O)c2cccs2)cc1OC	5.4%
113	CCCSCCCNC(=O)Cn1cc2c(n1)CCCCC2	1.4%
114	CCCCc1n[nH]c2c1/C(=N/O)CC(c1ccccc1)C2 (stereo not drawn)	-5.0%
115	Cc1cnn(Cc2ccccc2)c1N	-0.8%
116	Cc1nn(C)cc1CNC(=O)c1cnn2c(C(F)F)cc(C3CC3)nc12	15.6%
117	COc1nc(NC(C)=O)nc(C)c1Br	6.1%
118	Cc1ccc(C)c(N2CCN(C(=O)CN(C)S(=O)(=O)c3ccc4c(c3)CCC(=O)N4)CC2)c1	14.1%
119	Cc1c(C(=O)NC2CC2)oc2ccc(S(=O)(=O)N3CCCCCC3)cc12	-2.5%
120	N#CCCn1ncc2ccccc21	-3.6%
121	COc1cc2nc(C3CC3)n(NC(=O)c3ccc(Cl)cc3)c(=O)c2cc1OC	7.6%
122	COC(=O)[C@@]1(Cc2ccc(OC)cc2)[C@H]2c3cc(C(=O)N(C)C)n(CCO)c3C[C@H]2CN1C(=O)c1ccccc1	0.7%
123	CN(C)c1ccc(-c2cncnc2Nc2ccccc2)cc1	8.8%
124	O=C1c2cccnc2C(=O)N1Cc1ccccc1	11.5%
125	COc1ccc(O)c(-c2[nH]ncc2C(=O)c2ccccc2C)c1	-2.2%
126	O=C(Nc1c(F)cc(F)cc1Br)c1cccnc1	-3.1%

# A portion from the list above, for reference:
cpd	structure	AmpC det inh
121	COc1cc2nc(C3CC3)n(NC(=O)c3ccc(Cl)cc3)c(=O)c2cc1OC	7.6%
122	COC(=O)[C@@]1(Cc2ccc(OC)cc2)[C@H]2c3cc(C(=O)N(C)C)n(CCO)c3C[C@H]2CN1C(=O)c1ccccc1	0.7%
123	CN(C)c1ccc(-c2cncnc2Nc2ccccc2)cc1	8.8%
124	O=C1c2cccnc2C(=O)N1Cc1ccccc1	11.5%
125	COc1ccc(O)c(-c2[nH]ncc2C(=O)c2ccccc2C)c1	-2.2%
126	O=C(Nc1c(F)cc(F)cc1Br)c1cccnc1	-3.1%
